Bioassay records deposited in PubChem by The Scripps Research Institute Molecular Screening Center.
ARFGAP1 inh = inhibitors of rat ARFGAP1 GAP activity, primary screen, biochemical, fluorescence polarization, GDP tracer. ADP-ribosylation factor GTPase-activating protein 1 (Rattus norvegicus), Q62848. Arfgap1-stimulated ARF1 GTP hydrolysis, GDP FP detection. inhibition, % at 16.5 µM. 360,000 tested, 0.26% active. AID 651572, 2012;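 active means inhibition above a per-plate limit, mean inhibition of low control wells plus 3 SD, cut at about 25% in these data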;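 further: 0% = DMSO wells with enzyme and 100% = wells lacking Arfgap1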
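Assay system: Rat Arfgap1 GAP domain (His6, aa 1-136), purified enzyme | Buffer or medium: HEPES 25 mM pH 7.5, NaCl 150 mM, MgCl2, DTT | Schedule: GTP hydrolysis reaction 2 h at 25 °C | Signal: FP of antibody-bound GDP Alexa 633 tracer, ex 620/em 688 nm | Measure: Percent inhibition of Arfgap1-stimulated GTP hydrolysis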
Tn7 DDE FP = inhibitors of Tn7 peptide binding to fibrin DD(E), primary screen, biochemical, fluorescence polarization, human fibrin, Tn7 probe; inhibition, % at 8.3 µM; FP displacement of FITC-Tn7 peptide from fibrin DD(E); 0% = median of compound wells per plate; 370,000 tested, 0.13% active; AID 720508, 2013;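 active means inhibition above the mean of compounds falling within the control limits plus 3 SD of them, cut at about 14% in these data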;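 further: 0% = plate median of compound wells and 100% = 10 µM Aha-Tn7 peptide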
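Assay system: Fibrin-DD(E) protein isolated from polymerized human fibrin clots; read-out basis: percent inhibition; medium: Tris/NaCl/CaCl2 buffer, pH 7.8; signal: FP measurement; incubation: 10 min plus 3 h, room temperature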
ASAP1 GAP inh = inhibitors of human ASAP1 ArfGAP activity, primary screen, biochemical, fluorescence polarization | Arf-GAP with SH3 domain, ANK repeat and PH domain-containing protein 1 (Homo sapiens), … | inhibition, % at 16.5 µM | 360,000 tested, 0.19% active | ASAP1-stimulated ARF1 GTP hydrolysis, GDP FP detection | AID 624377, 2012; in the data active means inhibition above about 25%;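 further: 0% = vehicle with enzyme and substrate and 100% = no enzyme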
TDP2 inh = human TDP2 enzyme inhibitors, primary screen, biochemical, epi absorbance, recombinant enzyme. 370,000 tested, 0.34% active. inhibition, % at 12.8 µM. T5PNP hydrolysis, p-nitrophenol absorbance 415 nm. Tyrosyl-DNA phosphodiesterase 2 (Homo sapiens), O95551;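 active means inhibition above the mean of all tested compounds plus 3 SD, set per campaign, cut at about 25% in these data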;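 further: 0% = DMSO with enzyme and 100% = buffer with substrate but no TDP2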
Target sequence (O95551 whole entry, looked up): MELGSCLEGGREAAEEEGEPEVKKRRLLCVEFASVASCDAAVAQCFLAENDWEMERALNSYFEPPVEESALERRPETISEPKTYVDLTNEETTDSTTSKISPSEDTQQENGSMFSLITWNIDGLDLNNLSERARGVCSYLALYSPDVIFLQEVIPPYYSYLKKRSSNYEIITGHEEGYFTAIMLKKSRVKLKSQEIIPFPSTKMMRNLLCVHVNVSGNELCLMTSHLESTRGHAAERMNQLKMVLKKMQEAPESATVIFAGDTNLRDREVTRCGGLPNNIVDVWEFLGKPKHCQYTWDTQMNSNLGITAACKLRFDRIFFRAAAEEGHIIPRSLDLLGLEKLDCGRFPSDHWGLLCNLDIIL
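Test system: human TDP2 enzyme; Input: 120 nM TDP2 per well; Buffer or medium: Mg2+-containing Tris-HCl buffer, pH 7.5; Reagent: 5 mM T5PNP; Dosing: 12.8 µM single point, 1% DMSO; Incubation: reaction 2 h, 37 °C; Detection: p-Nitrophenol epi absorbance; Read-out: % inhibition relative to enzyme-containing and enzyme-free wells; Replicates: single well per compound.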
DDE Tn6 FP inh = inhibitors of Tn6 peptide binding to fibrin DD(E), primary screen, biochemical, fluorescence polarization, human fibrin, Tn6 probe; Fibrinogen beta chain (Homo sapiens), P02675; Fibrin DD(E) TRITC-Tn6 fluorescence polarization displacement; 370,000 tested, 0.21% active; inhibition, % at 8.3 µM; AID 720509, 2013;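 active means inhibition above a per-campaign cutoff: mean of compounds within control limits plus 3 SD, cut at about 15% in these data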;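 further: 0% = median of all compound wells on the plate and 100% = blocking peptide control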
SIAE inh = human SIAE inhibitors, primary screen, biochemical, fluorescence polarization, FP-Rh probe, 1536-well HTS | Sialate O-acetylesterase (Homo sapiens), Q9HAT2 | SIAE FP-Rh probe binding | inhibition, % at 9.66 µM | 370,000 tested, 0.69% active;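 active means inhibition above a cutoff: mean of compounds within the control limits plus 3 SD of those, cut at about 17% in these data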;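 further: 0% = plate median of compound wells and 100% = probe without SIAE protein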
Target sequence (Q9HAT2 whole entry, looked up): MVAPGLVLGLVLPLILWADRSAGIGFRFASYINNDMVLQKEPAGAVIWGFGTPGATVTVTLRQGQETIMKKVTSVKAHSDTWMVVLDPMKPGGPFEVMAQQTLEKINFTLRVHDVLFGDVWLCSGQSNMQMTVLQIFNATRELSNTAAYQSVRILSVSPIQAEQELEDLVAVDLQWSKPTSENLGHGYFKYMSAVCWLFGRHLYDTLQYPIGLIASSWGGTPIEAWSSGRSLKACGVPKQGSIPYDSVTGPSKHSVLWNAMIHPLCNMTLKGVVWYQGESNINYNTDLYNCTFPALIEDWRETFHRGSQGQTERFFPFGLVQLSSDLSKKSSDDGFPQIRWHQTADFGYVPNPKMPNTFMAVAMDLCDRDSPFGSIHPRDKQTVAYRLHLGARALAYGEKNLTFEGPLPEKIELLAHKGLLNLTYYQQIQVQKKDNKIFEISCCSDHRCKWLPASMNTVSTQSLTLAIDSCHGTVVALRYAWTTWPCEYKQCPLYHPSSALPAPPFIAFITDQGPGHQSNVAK
ADAM10 inh = human ADAM10 inhibitors, primary screen, biochemical, QFRET, HTS. 370,000 tested, 0.62% active. AID 720582, 2013. inhibition, % at 7 µM. recombinant ADAM10, EDANS/DABCYL FRET peptide cleavage, 3 h. Disintegrin and metalloproteinase domain-containing protein 10 (Homo sapiens), O14672;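 active means inhibition above a per-campaign cutoff equal to the mean of compounds falling between control-based bounds plus 3 SD, cut at about 20% in these data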;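 further: 0% = DMSO wells while the 100% control is not disclosed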
PLCb3 inh = human PLC-beta3 inhibitors, primary screen, biochemical, fluorescence | 370,000 tested, 0.18% active | Purified PLC-beta3, fluorogenic substrate | inhibition, % at 12.2 µM | AID 720704, 2013; in the data active means inhibition above about 11%;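 further: 0% = median of compound wells on plate and 100% = full blocker control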
ADAM17 inh = ADAM17 inhibitors, primary screen, biochemical, QFRET | Disintegrin and metalloproteinase domain-containing protein 17 (Homo sapiens), P78536 | recombinant ADAM17, EDANS/DABCYL FRET peptide cleavage | inhibition, % at 6.95 µM | 370,000 tested, 0.83% active | AID 720648, 2013;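 active means inhibition above the mean of compounds lying between control limits plus 3 SD, set per campaign, cut at about 8.5% in these data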;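 further: 0% = DMSO-only wells as the low control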
PLC-gamma1 inh = PLC-gamma1 enzyme inhibitors, primary screen, biochemical, fluorescence, purified enzyme; 1-phosphatidylinositol 4,5-bisphosphate phosphodiesterase gamma-1 (Homo sapiens), P19174; fluorogenic substrate; inhibition, % at 12.2 µM; 370,000 tested, 0.84% active; in the data active means inhibition above about 9.5%
* marks the source's active call; other numbers are inactive results; i = inactive.

Screens by letter – A = ARFGAP1 inh; B = Tn7 DDE FP; C = ASAP1 GAP inh; D = TDP2 inh; E = DDE Tn6 FP inh; F = SIAE inh; G = ADAM10 inh; H = PLCb3 inh; I = ADAM17 inh; J = PLC-gamma1 inh
O=c1cc(CN2CCOCC2)c2ccccc2o1
  A: 0; B: -5; C: 3; D: -5; E: -7; F: 1; G: -4; H: 3; I: 5; J: 9

CCOc1cc(S(=O)(=O)N2CCC(C(N)=O)CC2)ccc1F
  A: 2; B: -6; C: 13; D: -2; E: -3; F: 2; G: -14; H: -1; I: -1; J: 1

CCCNC(=O)C(Cc1ccc(F)cc1)NC(=O)c1ccccc1 (stereo not drawn)
  A: -2; B: 3; C: -13; D: 1; E: 8; F: 8; G: -5; H: 3; I: -4; J: -2

CC(=O)c1c(C)nc(C)nc1NC(=O)C(C)C
  A: 4; B: 0; C: 5; D: -8; E: -2; F: 1; G: 3; H: -5; I: 4; J: 0

COc1ccc(OC)c(S(=O)(=O)N2CCC(C(=O)NCC3CCCO3)CC2)c1 (stereo not drawn)
  A: 8; B: 6; C: -9; D: -9; E: -3; F: -1; G: -3; H: 2; I: 1; J: 2

CCOc1ccc(OCCCC(=O)NNC(=O)c2ccncc2)cc1
  A: 4; B: -3; C: -1; D: -11; E: -7; F: -9; G: 3; H: 7; I: 7; J: 15*

Cc1cc(NC(=O)CSc2nnc(-c3ccc(Br)o3)n2Cc2ccccc2)no1
  A: 7; B: -11; C: -3; D: 0; E: 0; F: -2; G: -5; H: 2; I: -4; J: 0

Cc1c(-c2ccco2)[n+](=O)c2c(n1[O-])CCC2
  A: 2; B: -4; C: 4; D: 7; E: -3; F: 1; G: -8; H: -15; I: -7; J: -12

COC(=O)C1CC(O)CN1C(=O)Nc1cccc(C(F)(F)F)c1 (stereo not drawn)
  A: 4; B: 6; C: -4; D: 1; E: 4; F: -1; G: -3; H: 0; I: -5; J: 0

O=C(Cc1cccc2ccccc12)NN1C(=O)/C(=C\c2cccnc2)SC1=S
  A: 10; B: -4; C: 14; D: -8; E: 0; F: -3; G: 3; H: 4; I: -2; J: -2

Cc1ccn2c(NC3CCCCC3)c(-c3cccc(-c4cccc(Cl)c4)c3)nc2c1
  A: -2; B: -2; C: 7; D: 11; E: 2; F: 2; G: -154; H: i; I: -44; J: i

CCN(CCCNS(=O)(=O)c1ccc2c(c1)CCN2C(C)=O)c1cccc(C)c1
  A: -9; B: 4; C: -6; D: -1; E: 11; F: 15; G: -6; H: -5; I: -2; J: -1

Cc1cccc(N(CC(=O)NC2CCCC2)C(=O)c2c(C)noc2C)c1
  A: 6; B: -4; C: -11; D: 5; E: 2; F: 4; G: 1; H: 0; I: -2; J: 5

CS(=O)(=NS(=O)(=O)c1ccc(Cl)cc1)c1ccccc1 (stereo not drawn)
  A: 7; B: -3; C: 7; D: 3; E: -5; F: 1; G: 2; H: -3; I: -5; J: 0

CCOCCC(=O)Nc1ccc2c(c1)c(=O)n(C)n2-c1ccccc1F
  A: -9; B: -2; C: 9; D: 1; E: 3; F: 0; G: i; H: -463; I: -448; J: -339

O=C(Nc1ccc(Br)cc1)c1cccc(N2C(=O)C3C4C=CC(C4)C3C2=O)c1 (stereo not drawn)
  A: 7; B: -6; C: 14; D: -18; E: -9; F: -9; G: -4; H: -12; I: 2; J: 14*

COC(=O)c1ccccc1SC1CC(=O)N(c2ccccc2)C1=O (stereo not drawn)
  A: -4; B: -2; C: 2; D: 1; E: 2; F: -1; G: 3; H: -1; I: -3; J: -3

CCC(Sc1nc2ccccc2c(=O)n1CC1CCCO1)C(=O)NCc1cccnc1 (stereo not drawn)
  A: -3; B: 7; C: -6; D: -1; E: 0; F: 2; G: 11; H: 4; I: 0; J: 8

OCCC1CN(Cc2ccon2)CCN1Cc1ccc(F)c(F)c1 (stereo not drawn)
  A: 13; B: -3; C: 11; D: -8; E: -1; F: 3; G: -2; H: -4; I: -4; J: 1

O=C(CCCNC(=O)c1ccc(Cl)cc1)NCc1ccc(F)cc1
  A: 4; B: -6; C: 7; D: 6; E: 0; F: -4; G: 6; H: -3; I: 2; J: 3

C[C@H](CO)N1C[C@H](C)[C@@H](CN(C)S(=O)(=O)c2cccs2)Oc2ccc(NS(=O)(=O)c3ccccc3)cc2C1=O
  A: 15; B: 0; C: -5; D: 6; E: -2; F: -1; G: 1; H: 7; I: 0; J: 3

COc1ccc(C(=O)Nc2cc(C)nc3ccccc23)cc1OC
  A: 8; B: 5; C: 13; D: -9; E: 0; F: -2; G: 12; H: 2; I: 7; J: 10*

O=C(CSc1nnc(NC(=O)c2ccco2)s1)NC1CCCCC1
  A: -9; B: 7; C: 4; D: 5; E: 3; F: -3; G: 0; H: -1; I: -2; J: 1

Arranged by heavy-atom count (rising): some entries from above
Screens by letter – A = ARFGAP1 inh; B = Tn7 DDE FP; C = ASAP1 GAP inh; D = TDP2 inh; E = DDE Tn6 FP inh; F = SIAE inh; G = ADAM10 inh; H = PLCb3 inh; I = ADAM17 inh; J = PLC-gamma1 inh
Cc1c(-c2ccco2)[n+](=O)c2c(n1[O-])CCC2
  A: 2; B: -4; C: 4; D: 7; E: -3; F: 1; G: -8; H: -15; I: -7; J: -12

O=C(CSc1nnc(NC(=O)c2ccco2)s1)NC1CCCCC1
  A: -9; B: 7; C: 4; D: 5; E: 3; F: -3; G: 0; H: -1; I: -2; J: 1

CCOCCC(=O)Nc1ccc2c(c1)c(=O)n(C)n2-c1ccccc1F
  A: -9; B: -2; C: 9; D: 1; E: 3; F: 0; G: i; H: -463; I: -448; J: -339

Of the compounds above, 6 contain fluorine.
Screens by letter – A = ARFGAP1 inh; B = Tn7 DDE FP; C = ASAP1 GAP inh; D = TDP2 inh; E = DDE Tn6 FP inh; F = SIAE inh; G = ADAM10 inh; H = PLCb3 inh; I = ADAM17 inh; J = PLC-gamma1 inh
CCOc1cc(S(=O)(=O)N2CCC(C(N)=O)CC2)ccc1F
  A: 2; B: -6; C: 13; D: -2; E: -3; F: 2; G: -14; H: -1; I: -1; J: 1

CCCNC(=O)C(Cc1ccc(F)cc1)NC(=O)c1ccccc1 (stereo not drawn)
  A: -2; B: 3; C: -13; D: 1; E: 8; F: 8; G: -5; H: 3; I: -4; J: -2

COC(=O)C1CC(O)CN1C(=O)Nc1cccc(C(F)(F)F)c1 (stereo not drawn)
  A: 4; B: 6; C: -4; D: 1; E: 4; F: -1; G: -3; H: 0; I: -5; J: 0

CCOCCC(=O)Nc1ccc2c(c1)c(=O)n(C)n2-c1ccccc1F
  A: -9; B: -2; C: 9; D: 1; E: 3; F: 0; G: i; H: -463; I: -448; J: -339

OCCC1CN(Cc2ccon2)CCN1Cc1ccc(F)c(F)c1 (stereo not drawn)
  A: 13; B: -3; C: 11; D: -8; E: -1; F: 3; G: -2; H: -4; I: -4; J: 1

O=C(CCCNC(=O)c1ccc(Cl)cc1)NCc1ccc(F)cc1
  A: 4; B: -6; C: 7; D: 6; E: 0; F: -4; G: 6; H: -3; I: 2; J: 3

Compounds as they come; 3.6% or so of the library scored in one or more.
